Source: PubChem BioAssay
PAX8 reporter: lowers PAX8-driven luciferase in RMG-I cells; RMG-I TPO-luciferase reporter, SteadyGlo, 24 h; inhibition, % at 12.6 µM; 360,000 tested, 1.2% active;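 active means mean replicate inhibition at least 60% with every replicate also reaching 60%; inconclusive means only one of the two criteria is met; inactive means mean below 60% and not all replicates reaching 60%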;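 further: luciferase light reporting Pax8 driven TPO promoter activity; plate controls were median of neutral control wells for no effect and mitoxantrone controls for full effect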
ARNT TACC3 PPI: disrupts binding between human ARNT and TACC3; Q9Y6A5; AlphaScreen His-ARNT PAS-B/GST-TACC3 binding, luminescence; TACC3 fragment carries E629A point mutation; inhibition, % at 9.99 µM; 390,000 tested, 0.66% active;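 active means mean inhibition of replicates at least 50% and at least half of replicates each reaching 50%; inconclusive means half or more replicates reach 50% but mean below 50%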;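 further: 0% = complete ARNT plus TACC3 wells and 100% = ARNT alone without TACC3; many hits fall short of the cut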
DENV2 CPE: inhibitors of DENV2 cytopathic effect. DENV2-infected cells, cytopathic effect rescue, plate reader. CPE inhibition, % at 9.99 µM. 350,000 tested, 1.7% active. AID 651640; in the data active means CPE inhibition above about 20%, passing the limit was not always enough; inconclusive means no clear call, values can overlap the other calls; tested in BHK-21 cells;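 further: 0% = median of neutral control wells and 100% = median of positive control wells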
SIRT5 block: inhibitors of human sirtuin-5 desuccinylase | Q9NXA8 | Purified SirT5, succinyl-peptide AMC, trypsin-coupled fluorescence | inhibition, % at 15 µM | 330,000 tested, 1.1% active | AID 652115; in the data active means inhibition above about 15%; inconclusive means no clear call, values can overlap the other calls
Target sequence (Q9NXA8 whole entry, looked up): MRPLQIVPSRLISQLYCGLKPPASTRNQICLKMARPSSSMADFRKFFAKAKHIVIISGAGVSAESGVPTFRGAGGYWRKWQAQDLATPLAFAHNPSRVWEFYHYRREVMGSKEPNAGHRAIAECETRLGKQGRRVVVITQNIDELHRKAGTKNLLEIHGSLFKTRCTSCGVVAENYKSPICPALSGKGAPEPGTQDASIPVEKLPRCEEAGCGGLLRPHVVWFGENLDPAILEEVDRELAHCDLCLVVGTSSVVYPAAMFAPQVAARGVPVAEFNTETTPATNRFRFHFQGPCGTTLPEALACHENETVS
Casp6 inh: blocks human caspase-6 cleavage activity; purified caspase-6, Z-VEID-R110 cleavage fluorescence; inhibition, % at 12.5 µM; 350,000 tested, 0.53% active; AID 686996;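 active means mean inhibition across replicates at least about 35%, with every replicate also reaching that limit, limit read from the data; inconclusive means only one of the two criteria met; inactive means neither criterion met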;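 further: 0% = median of neutral control wells and 100% = no fluorescence left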
Target sequence (P55212 24-179 limits assumed): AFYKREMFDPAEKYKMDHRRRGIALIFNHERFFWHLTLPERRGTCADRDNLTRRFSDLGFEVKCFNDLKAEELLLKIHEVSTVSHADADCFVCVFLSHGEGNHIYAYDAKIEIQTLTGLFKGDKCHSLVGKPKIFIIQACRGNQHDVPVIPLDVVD
Target sequence (P55212 194-293 limits assumed): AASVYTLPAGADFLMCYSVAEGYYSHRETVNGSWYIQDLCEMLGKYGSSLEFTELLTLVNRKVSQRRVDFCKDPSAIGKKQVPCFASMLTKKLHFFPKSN
LGR2 antag: inhibitors of bursicon-induced Drosophila LGR2 receptor cAMP signaling | 380,000 tested, 0.35% active | HEK293 LGR2, CRE-luciferase, bursicon-stimulated, 4 h | AID 720647 | inhibition, % at 9.99 µM;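 active means drop in luminescence signal, shown as inhibition above about 50% in the replicate tests, limit read from the data, passing the limit was not always enough; inconclusive means probably only some replicates passing the limit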;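 further: agonist challenge used bursicon conditioned medium at about half maximal strength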
EWS-Fli inh: blocks EWS/Fli oncoprotein-driven transcription. 350,000 tested, 0.67% active. A673 NR0B1-luciferase reporter, viability-normalised. AID 651661. inhibition, % at 12.6 µM;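 active means mean inhibition of at least 50% after viability correction, with every replicate also passing that limit; inconclusive means mean reaches 50% but only one of two replicates passes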;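 further: firefly luciferase signal divided by Alamar Blue viability fluorescence both relative to DMSO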
An asterisk follows results filed as active; ? = inconclusive; . = no result given.

SMILES	PAX8 reporter	ARNT TACC3 PPI	DENV2 CPE	SIRT5 block	Casp6 inh	LGR2 antag	EWS-Fli inh
O=C(NCc1ccncc1)NC12CC3CC(CC(C3)C1)C2	6.6	.	.	-3.5	-1.0	-17.6	2.9
C[C@H]1CN([C@@H](C)CO)C(=O)c2cc(C#CC3(O)CCCC3)cnc2O[C@H]1CN(C)C(=O)Nc1ccc2c(c1)OCO2	.	-3.3	-3.4	1.2	0.2	-1.8	0.2
O=C(C[C@@H]1C[C@@H]2c3cc(NS(=O)(=O)c4ccc(F)cc4)ccc3O[C@@H]2[C@@H](CO)O1)NCCc1ccccc1	35.7	-10.4	-1.6	2.6	1.8	4.1	4.2
COc1cc(OC)c2cc(C(=O)N[C@H](C(=O)N3CCC[C@H]3C(=O)O)C(C)C)n(C)c2c1	.	-7.8	-8.2	1.0	9.9	5.6	2.7
Cc1cc(NC(=O)CSc2ccc3nnc(-c4cccs4)n3n2)no1	6.9	14.2	-2.8	-3.5	1.4	12.6	2.9
COC(=O)c1c(NC(=O)CSc2nc3ccccc3c(=O)n2Cc2ccco2)sc(C)c1C	20.2	-7.4	-0.4	-4.6	0.1	.	4.0
CCCCN(C(=O)CSCC(=O)Nc1cccc(C)c1)c1c(N)n(CCCC)c(=O)[nH]c1=O	-5.4	-1.1	-3.9	1.4	-3.5	11.7	3.3
CN(C(=O)CN1C(=O)c2cccc(N)c2C1=O)C1CCCCC1	-8.4	4.4	-1.7	-2.4	0.8	2.3	5.8
O=C(NCc1cccnc1)c1cc(S(=O)(=O)N2CCOCC2)c(Cl)cc1Cl	0.2	-2.9	-2.1	-1.3	-2.2	8.6	3.5
Cc1ccc(-c2n[nH]c(=O)c3ccccc23)cc1S(N)(=O)=O	31.8	2.3	2.4	-0.5	-4.0	10.4	13.8
CCOC(=O)C(c1nc2ccccc2[nH]1)n1c(-c2ccccn2)nc2ccccc21 (stereo not given)	-169.4	.	9.2	1.0	-0.2	-28.6	-57.0
CC1CC(=O)N(CC(=O)NC2CCCCC2)c2ccccc2S1 (stereo not given)	5.8	-0.3	-1.8	0.2	1.6	-11.9	.
CCC(=O)N1[C@H](C(=O)NCCCN(C)C)[C@@H](CO)[C@@H]2Cn3c(ccc(-c4ccccc4F)c3=O)[C@@H]21	-18.6	.	0.6	-6.6	3.6	-9.0	-3.9
CCCC(=O)C1=C(O)C(C(=O)OC)C(C)(C)CC1=NCc1ccccc1 (stereo not given)	13.1	-3.4	0.3	-2.5	-0.7	12.9	6.6
CCCC#Cc1ccc([C@H]2[C@@H](CO)N3C(=O)CN(C(=O)Nc4ccccc4)C[C@@H]23)cc1	.	.	-2.3	0.0	2.3	12.6	1.3
Cc1cc2nc(-c3cccc(Br)c3)c(CC(C)(C)C)n2c(C)c1Br	21.0	.	11.3	-14.4	-5.3	-20.9	-9.3
Cc1cccc(S(=O)(=O)N2CC[C@H]3[C@@H](CO)N(C)c4ccc(Br)cc4[C@H]32)c1	0.3	5.8	-2.7	0.2	-9.4	0.9	-14.8
Cc1nc(C(F)(F)F)ccc1C(=O)Nc1ccccc1F	0.5	-8.4	-2.6	1.0	-3.0	-13.7	-8.3
CCC(=O)Nc1ccc(C(=O)CSc2nnc(-c3ccc(NS(C)(=O)=O)cc3)n2C)cc1OC	-15.3	-1.0	.	.	.	14.7	.
O=C(CSCc1cccc(Cl)c1)Nc1ccccc1-c1ccccc1	12.6	-9.7	10.5	0.4	1.4	13.7	-0.6
COc1ccc(-c2nc(SC(C)C(=O)c3c(N)n(C)c(=O)n(C)c3=O)n[nH]2)cc1 (stereo not given)	9.1	9.6	-7.5	-0.6	1.7	-12.8	2.1
Cc1ccc(N(C(C)C(=O)N2CCC(C)CC2)S(C)(=O)=O)cc1C (stereo not given)	.	-5.2	-2.0	-10.8	4.0	5.7	0.8
CCCN1C[C@H](C)[C@H](OC)CN(C)C(=O)c2cc(NC(=O)c3ccccc3F)ccc2OC[C@@H]1C	-2.1	-15.8	?	6.3	-0.6	-1.8	-6.0
CC(C)CC#Cc1ccc([C@H]2[C@@H](CO)N3CCCCN(C(=O)Nc4ccccc4)C[C@@H]23)cc1	-6.5	6.0	.	.	.	9.6	-2.5
CC(C)CNC(=S)N(Cc1ccco1)Cc1cc2cc3c(cc2[nH]c1=O)OCCO3	18.8	1.5	.	.	.	-11.1	.

Only Casp6 inh, ARNT TACC3 PPI and SIRT5 block (three entries from above):
Compound	Casp6 inh	ARNT TACC3 PPI	SIRT5 block
Cc1ccc(-c2n[nH]c(=O)c3ccccc23)cc1S(N)(=O)=O	-4.0	2.3	-0.5
CCCCN(C(=O)CSCC(=O)Nc1cccc(C)c1)c1c(N)n(CCCC)c(=O)[nH]c1=O	-3.5	-1.1	1.4
CCCC(=O)C1=C(O)C(C(=O)OC)C(C)(C)CC1=NCc1ccccc1 (stereo not given)	-0.7	-3.4	-2.5

(listing goes on)
SMILES	PAX8 reporter	ARNT TACC3 PPI	DENV2 CPE	SIRT5 block	Casp6 inh	LGR2 antag	EWS-Fli inh
C=CCn1cc(CN2CCC(C(=O)Nc3cccc(-c4cccc(Cl)c4)c3)CC2)c(C)n1	29.8	3.7	0.5	4.7	-11.2	7.2	30.3
Cc1ccc(S(=O)(=O)NC(C)(C)C)cc1C(=O)OC(C)C(=O)NC1CC1 (stereo not given)	-7.8	0.0	13.2	-2.6	0.7	18.4	3.9
COc1ccc(CC(=O)Nc2cc(S(=O)(=O)N3CCOCC3)ccc2N2CCCC2)cc1OC	4.2	2.2	-1.1	.	-1.3	.	-3.6
CO[C@H]1CN(C)C(=O)c2ccc(NC(=O)c3ccc4c(c3)OCO4)cc2OC[C@H](C)NC[C@@H]1C	-15.8	-2.5	-4.5	-2.8	1.8	-3.5	-3.1
CCOc1ccc(OCC)c(NC(=O)C2CCCN(S(=O)(=O)c3c(C)n[nH]c3C)C2)c1 (stereo not given)	0.0	.	-9.7	.	-0.1	8.3	-3.4
COc1ccc(-c2cc3nc(-c4ccccc4)cc(N4CCC(O)CC4)n3n2)cc1	11.5	-17.8	.	.	.	0.9	.
C[C@H]1CCCCO[C@@H](CN(C)C(=O)Cc2ccccc2)[C@@H](C)CN([C@@H](C)CO)C(=O)c2cc(NC(=O)CCC(F)(F)F)ccc2O1	-4.4	-1.6	-8.0	.	.	6.5	1.4
Cc1ccc(S(=O)(=O)NCC(=O)N(CC(=O)NCC2CCCO2)c2ccc(Cl)cc2)cc1 (stereo not given)	-4.5	-8.9	-1.8	-2.1	11.7	5.5	-0.5
Nc1[nH]c(C(=O)c2ccccc2)c(-c2ccc3c(c2)OCO3)c1C(=O)NCCc1c[nH]c2ccccc12	-69.0	.	?	.	-5.7	.	-27.2
Cc1noc(C)c1NC(=O)Nc1ccc2c(c1)C(=O)N([C@H](C)CO)C[C@@H](C)[C@H](CN(C)S(=O)(=O)c1ccc(Cl)cc1)OCCCC[C@@H](C)O2	10.2	6.4	2.9	12.5	-1.3	-6.6	.
O=C(NCCc1ccccc1)[C@@H]1[C@@H](CO)[C@@H]2Cn3c(ccc(-c4cccc(F)c4)c3=O)[C@H]1N2	0.4	-1.7	?	-7.1	-1.2	7.2	-3.7
CC(C)N(Cc1ccccc1)CC(O)COc1ccc(S(=O)(=O)N2CCOCC2)cc1Cl (stereo not given)	13.8	3.6	8.3	-1.7	-0.7	-25.0	13.7
O=C(c1ccccn1)N1C[C@@H]2[C@H](c3ccccc31)[C@H](CO)N2C(=O)Nc1ccccc1	1.5	-3.0	1.9	0.7	-0.4	0.8	0.5
CC(C)=C(C)c1cc2nc(NCCCN(C)C)n(C)c(=O)c2s1	5.6	.	9.5	1.0	-2.2	16.3	-2.7
Cc1cnc(C(=O)OC(C)C(=O)Nc2ccc(Cl)cn2)cn1 (stereo not given)	6.1	3.9	-2.3	0.0	1.4	-7.8	-1.8
COc1ccc(CCNC(=O)CS(=O)(=O)c2cn(CC(=O)N3CCCC3)c3ccccc23)cc1OC	7.7	-2.7	0.5	6.3	3.1	-4.7	6.4
COc1ccc(Cc2nnc(NC(=O)c3ccc(OC)cc3OC)s2)cc1	-125.6	.	-4.0	-1.8	-1.6	-15.4	-82.6
O=C(NCCCc1ccccc1)c1cccc(NC(=O)C2CCC2)c1	-11.1	0.5	7.9	-1.4	0.7	5.5	-8.3
CC1(NC(=O)c2cc(-c3cccs3)nn2-c2ccccc2)CCS(=O)(=O)C1 (stereo not given)	.	4.6	-2.5	-2.0	-3.4	1.3	-0.7
C[C@H](CO)N1C[C@H](C)[C@@H](CN(C)Cc2ccc(C(=O)O)cc2)Oc2c(NC(=O)Nc3ccc4c(c3)OCO4)cccc2C1=O	.	12.9	14.4	0.4	-3.0	-10.0	-24.2
CN(C)CC#Cc1ccc([C@@H]2[C@H](CO)N3CCCCN(C(=O)c4ccc5c(c4)OCO5)C[C@@H]23)cc1	-7.4	1.4	?	2.2	-0.1	-1.4	-8.9
CN(c1ccc(OCC(=O)Nc2cc(Cl)ccc2C(=O)O)cc1)S(=O)(=O)c1ccc(F)cc1	-6.2	-12.6	-5.9	1.4	36.3*	.	4.0
Cc1cccc(N2CC(c3nc4ccccc4n3C)CC2=O)c1C (stereo not given)	-3.0	-5.5	4.7	-4.4	1.2	3.0	-3.5
CC1CN(C(=O)COC(=O)c2ccc(NC(=O)CC#N)cc2)CC(C)O1 (stereo not given)	-0.6	-5.2	4.1	-3.3	1.0	5.0	-6.4
COc1cccc(NC(=O)NCc2ccccc2Cl)c1	-93.3	-3.5	-2.9	-1.1	1.9	-24.3	-53.5
SMILES	PAX8 reporter	ARNT TACC3 PPI	DENV2 CPE	SIRT5 block	Casp6 inh	LGR2 antag	EWS-Fli inh
O=C(c1ccccc1)N1CCN(C2CC(=O)N(CCc3ccccc3)C2=O)CC1 (stereo not given)	.	-4.8	?	-2.9	23.5	31.9	3.2
O=C(CSc1cc(Cl)ccc1Cl)NC1CCCC1	0.1	2.6	5.0	-10.4	0.5	-4.4	3.3
CN1CCN(C(=O)C[C@H]2CC[C@H]3[C@@H](COc4ccc(NC(=O)c5cscn5)cc4C(=O)N3C)O2)CC1	-10.0	1.1	4.7	-0.6	2.1	-18.6	3.7
C[C@H](CO)N1C[C@H](C)[C@H](CN(C)S(=O)(=O)c2cccc(F)c2)Oc2ncc(C#CC(C)(C)O)cc2C1=O	.	2.6	-2.2	-0.4	-3.7	14.8	1.2
CNC(=O)N(O)C1N(/N=C/c2cc(Br)ccc2O)C(=S)SC1(C)C (stereo not given)	6.5	33.2	3.8	0.9	3.9	13.7	7.9
O=C(CCCc1c[nH]c2ccccc12)NCc1ccccc1C(F)(F)F	9.6	0.1	1.5	-2.6	1.1	-7.9	1.8
COc1ccccc1NS(=O)(=O)c1cccc(C(=O)N2CCN(Cc3ccc4c(c3)OCO4)CC2)c1	.	4.6	3.3	-1.9	-170.4	4.7	4.8
O=C1c2ccccc2C(c2nnnn2-c2ccc3c(c2)OCCO3)N1CCCn1ccnc1 (stereo not given)	11.6	.	-8.1	-5.8	-1.6	6.4	-3.4
COc1ccc2c3c(n(C)c2c1)[C@@H](CO)N(Cc1ccncc1)CC31CN(C(=O)NC(C)C)C1	.	.	-5.8	.	.	-2.2	-0.9
C[C@H]1CN([C@@H](C)CO)C(=O)c2cc(-c3ccc(C(=O)N(C)C)cc3)cnc2O[C@@H]1CN(C)C	.	-5.7	0.9	10.2	-0.1	13.2	-2.2
Cc1sc2nc(SCC(=O)NCc3ccco3)n(-c3ccccc3)c(=O)c2c1C	.	-2.8	15.2	0.9	2.5	-2.7	10.5
C[C@@H]1CN([C@H](C)CO)C(=O)c2cc(NC(=O)CCN3CCOCC3)ccc2O[C@@H]1CN(C)C(=O)Nc1cccc2ccccc12	-0.4	3.9	0.0	8.9	4.0	35.1	9.1
Cc1ccc(C2=NOC3(CC(=O)N(c4ccccc4)C3=O)C2)cc1 (stereo not given)	13.6	-3.6	7.3	5.5	-3.9	0.3	5.6
CC(=O)N1CCC(N(CCN2CCOCC2)C(=S)Nc2ccc(C)c(C)c2)CC1	2.7	2.7	5.1	-0.5	-0.8	-3.4	2.8
O=C(N/N=C/c1ccoc1)c1ccccc1O	29.9	5.9	-0.7	1.9	49.8*	5.1	-4.9
